Screens (PubChem BioAssay)
Epigenetic reg = derepresses silenced GFP reporter in murine cells; murine LDR cells, GFP reporter derepression, 30 h; Potency, µM (top dose mostly 53.9 µM), for inactives: at the highest dose GFP activation, hits mostly activators; 0.2% of 280,000 active; AID 1865; active = well fitted activation curve with a large enough effect; inconclusive = small, poorly fitted or top-dose-only effect; note: % of control where 0% means no effect; nearly all actives have a fitted effect of over 60% in size
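Murine LDR cells bearing a silenced CMV-driven GFP reporter were exposed to compound for 30 h at 37 C. After PBS washes, GFP-positive cells (20-120 um objects) counted by laser-scanning microplate cytometry.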
The depositor's hits bear a star; ? = inconclusive. Potency is the fitted concentration of half-maximal effect. This is a subset; the hit share may differ from the screen's.

SMILES	Epigenetic reg
Cc1ccccc1NC(=O)c1ccc(NC(=O)N2CCSc3ncccc32)cc1	-1.7%
COc1ccc(-c2cc3ncc(C(=O)c4cc([N+](=O)[O-])ccc4O)cn3n2)cc1	-1.1%
COc1ccc(C)cc1NC(=O)C1CCN(S(=O)(=O)Cc2ccccc2)CC1	-4.9%
CC(C)c1ccc(-c2noc(SCC(=O)N3CCCCC3C)n2)cc1 (stereo not given)	4.0%
COc1cc(Cl)c(C)cc1NC(=O)CCc1c(C)nc2cc(-c3cccc(F)c3)nn2c1C	-1.1%
Cc1ccc2c(CNCCc3ccccc3)c(C(=O)O)n(Cc3ccccc3C)c2c1	1.1%
Cc1ccc(NC(=O)Cc2ccc(-n3c(C)nc4cccnc43)cc2)cc1C	-3.0%
Cc1c(NS(=O)(=O)c2ccc(Cl)cc2)c(=O)n(-c2ccccc2)n1C	-1.0%
Cc1ccc(CN2c3ccccc3-c3nc(SCC(=O)NCc4ccccc4)ncc3S2(=O)=O)cc1	0.3%
COc1ccc(C(=O)c2cn(Cc3ccc(C)cc3)c3cc4c(cc3c2=O)OCO4)cc1	0.0%
COc1cccc(CNC(=O)Cn2ccc3cc(S(=O)(=O)N4CCCC4)ccc32)c1OC	3.5%
Cc1cc(C)cc(NC(=O)C2CCC(CNS(=O)(=O)c3ccc4c(c3)C(C)(C)C(=O)N4C)CC2)c1 (stereo not given)	5.4%

Exported bar-delimited: entries from further up.
Structure | Epigenetic reg
COc1ccc(C)cc1NC(=O)C1CCN(S(=O)(=O)Cc2ccccc2)CC1 | -4.9%
CC(C)c1ccc(-c2noc(SCC(=O)N3CCCCC3C)n2)cc1 (stereo not given) | 4.0%
COc1cc(Cl)c(C)cc1NC(=O)CCc1c(C)nc2cc(-c3cccc(F)c3)nn2c1C | -1.1%
Cc1ccc2c(CNCCc3ccccc3)c(C(=O)O)n(Cc3ccccc3C)c2c1 | 1.1%
Cc1ccc(NC(=O)Cc2ccc(-n3c(C)nc4cccnc43)cc2)cc1C | -3.0%

Next section.
SMILES	Epigenetic reg
Cc1ccc(Cn2c(C(=O)O)c(CNC3CCCC3)c3ccc(C)cc32)cc1	4.8%
Cc1ccc(-c2cc3ncc4c(n3n2)-c2cc(Cl)ccc2OC4)cc1	-1.1%
Cc1ccc(-n2c(=O)c3sc4ccccc4c3n(CC(=O)NC3CCCC3)c2=O)cc1C	?
Cc1ccc(C(=O)Nc2ccccc2F)cc1S(=O)(=O)N1CCOCC1	-1.6%
COc1ccc(OC)c(CCNC(=O)c2cc3c(=O)oc4ccc(C)cc4c3s2)c1	1.1%
Cc1ccc(N2C(=O)NC(NS(=O)(=O)c3ccc(Cl)cc3)(C(F)(F)F)C2=O)cc1C (stereo not given)	0.0%
COc1ccc2c(Sc3ccccc3)c(C(=O)NCc3cccc(OC)c3OC)[nH]c2c1	-1.9%
COc1ccc(-c2nc(CNS(=O)(=O)c3cccc(F)c3)cs2)cc1	-0.1%
COc1cccc(OCCn2c(-c3ccc(Br)cc3)nc3ccccc3c2=O)c1	-2.2%
Cc1ccc(CNC(=O)CSc2ncc(S(=O)(=O)c3ccc(Br)cc3)c(=O)[nH]2)cc1	-0.9%
CCCN(CCC)C(=O)c1cn(CC)c2ccc(S(=O)(=O)N3CCCCC3)cc2c1=O	-0.8%
Cc1ccc(C)c(OC(=O)CSc2nnc(-c3cccs3)o2)c1	13.0%
COc1ccccc1C(=O)Nc1ccc(OCc2cc(=O)n3ccsc3n2)cc1	-1.1%
CCc1ccc(NC(=O)Cn2c(=O)n(CCCC(=O)NCc3ccc4c(c3)OCO4)c(=O)c3ccccc32)cc1	7.1%
CC(C)c1ccc(NC(=O)CN2C(=O)CSc3ccc(S(=O)(=O)N4CCCC4)cc32)cc1	-5.6%
COc1cc(OC)cc(C(=O)Nc2ccccc2-c2nc3ccccc3s2)c1	-0.8%
COc1ccc(NC(=O)C2=C(C)Nc3nc(SCc4ccc(C)cc4C)nn3C2c2cccc(OC)c2OC)cc1 (stereo not given)	-1.0%
CCOC(=O)c1cccc(NC(=O)c2ccc3snnc3c2)c1	2.7%
Cc1ccc(S(=O)(=O)c2nnn3c2nc(N2CCC(C(N)=O)CC2)c2cc(Cl)ccc23)cc1C	0.8%
COC(=O)N1CCCc2cc(S(=O)(=O)NCc3ccccc3)ccc21	0.8%
Cc1ccc(CN2c3ccccc3-c3nc(SCC(=O)Nc4c(C)cc(C)cc4C)ncc3S2(=O)=O)cc1	1.4%
CCC(C)(C)NS(=O)(=O)c1cc(-c2cc(C)no2)ccc1C	3.8%
O=C(Nc1cccc(C(F)(F)F)c1)c1cc2nc(-c3ccccc3)cc(C(F)(F)F)n2n1	-1.6%
CCc1ccc(OCCSc2nc3ccccc3n2CC(=O)N2CCCCC2)cc1	-0.9%
COc1cc(C(=O)Nc2ccc(-c3cc(C(F)(F)F)nn3-c3ccccc3)cc2)cc(OC)c1OC	-1.1%
CCOCCCN1C(=O)c2[nH]nc(-c3ccccc3O)c2C1c1ccc(CC)cc1 (stereo not given)	-3.3%
C#CC(C)(CC)NC(=O)Cn1nnc(-c2ccc(OCc3c(F)cccc3Cl)cc2)n1 (stereo not given)	8.6%
COc1ccc2c(c1)cc1c(=O)n(CC(=O)NCc3ccco3)nc(C)n12	2.7%
CC(C)Sc1nc2sc3c(c2c(=O)n1-c1ccccc1)CCCC3	3.2%
CCCSc1ncc(Cl)c(C(=O)Nc2c(C(=O)c3ccc(C)cc3)oc3ccccc23)n1	0.0%
COc1ccccc1CNC(=O)CCCCn1c(=O)c2ccccc2n(CC(=O)Nc2c(C)cc(C)cc2C)c1=O	-1.8%
CCOC(=O)c1ccc(N2C(=O)c3n[nH]c(-c4cccs4)c3C2c2ccc(Cl)cc2Cl)cc1 (stereo not given)	1.9%
COCCCNC(=O)c1c(NC(=O)c2cc(=O)c3cc(C)c(C)cc3o2)sc2c1CCCC2	5.6%
CSc1ccc(CCNC(=O)CCc2c(C)nc3cc(-c4ccccc4)nn3c2C)cc1	-1.1%
COc1ccc(CN(C)c2ccc(-c3nc(-c4ccccc4)no3)cc2[N+](=O)[O-])cc1	-1.3%
CCOc1ccc(NC(=O)CCc2c(C)nc3c(c(C)nn3-c3ccccc3)c2C)cc1	0.9%

Brought forward from above: 5 compounds, then new ones.
SMILES	Epigenetic reg
CCOC(=O)c1ccc(N2C(=O)c3n[nH]c(-c4cccs4)c3C2c2ccc(Cl)cc2Cl)cc1 (stereo not given)	1.9%
COCCCNC(=O)c1c(NC(=O)c2cc(=O)c3cc(C)c(C)cc3o2)sc2c1CCCC2	5.6%
CSc1ccc(CCNC(=O)CCc2c(C)nc3cc(-c4ccccc4)nn3c2C)cc1	-1.1%
COc1ccc(CN(C)c2ccc(-c3nc(-c4ccccc4)no3)cc2[N+](=O)[O-])cc1	-1.3%
CCOc1ccc(NC(=O)CCc2c(C)nc3c(c(C)nn3-c3ccccc3)c2C)cc1	0.9%
CCN(CC)S(=O)(=O)c1ccc2oc(C(=O)N(C)Cc3ccccc3)c(C)c2c1	-1.0%
CC(=O)N1c2ccccc2C(=O)C1N1CCN(c2ccccc2)CC1 (stereo not given)	-2.0%
CCCc1nc2nc(C)c(NS(=O)(=O)c3ccc(C)c(C)c3)c(=O)n2[nH]1	3.0%
CCN(CC)C(=O)C1=C(C)Nc2nc3ccccc3n2C1c1ccc(Cl)cc1 (stereo not given)	-1.8%
COc1ccc(-c2noc(-c3ccc(N4CCCCC4C)c([N+](=O)[O-])c3)n2)cc1OC (stereo not given)	4.5%
CCCN(CCC)c1cc(C)nc2nc(-c3ccc(Cl)cc3)nn12	7.4%
CCn1cc(C(=O)NCc2ccccc2OC)c(=O)c2cc(S(=O)(=O)N3CCCCC3)ccc21	0.2%
Cc1cc(OCC(=O)N(Cc2sccc2C)C2CCS(=O)(=O)C2)ccc1Cl (stereo not given)	3.7%
Cc1ccc(-n2c(=O)c3ccc(C(=O)NCc4ccccc4Cl)cc3n(CC(=O)Nc3cccc(F)c3)c2=O)cc1	?
Cc1ccc(Nc2nnc(-c3ccc(C)c(S(=O)(=O)N4CCCCC4)c3)c3ccccc23)cc1	-1.6%
CCC(C)c1ccc(OCC(=O)Nc2ccc(-c3nc4ncccc4o3)cc2)cc1 (stereo not given)	2.0%
Cc1nc(CC(=O)Nc2ccc(C)c(C)c2)cs1	-3.4%
CC1=C(c2ccc(C(C)C)cc2)S(=O)(=O)NC1=NCCCN1CCN(c2ccccc2F)CC1	-0.7%
COc1cc(Cl)c(C)cc1NC(=O)CSc1nc2c(c(=O)[nH]1)CCC2	-2.7%
COC(=O)C(NC(=O)CCc1c(C)nc2cc(-c3cccc(F)c3)nn2c1C)C(C)C (stereo not given)	1.9%
CC1=C(C(=O)Nc2ccccc2)C(c2ccncc2)n2nc(SCc3ccccc3Cl)nc2N1 (stereo not given)	3.8%
COc1ccc(N(C(=O)Cn2nnc3ccccc32)C(C(=O)NCc2ccccc2)c2ccc(F)cc2)cc1 (stereo not given)	0.8%
CCOc1ccc(NC(=O)CC2Nc3cccc4cccc(c34)NC2=O)cc1 (stereo not given)	1.9%
COc1cc(C2NC(=O)c3c(sc4c3CCN(C)C4)N2)cc(Br)c1OC(=O)c1ccc(C)cc1 (stereo not given)	-1.6%
Cc1ccc(-c2nnc(Nc3cccc(O)c3)c3ccccc23)cc1S(=O)(=O)N1CCN(C)CC1	1.2%
CCCCOC(=O)c1c(C)oc2c1cc(NS(=O)(=O)c1cc(OC)ccc1OC)c1ccccc12	-1.0%
COc1ccc(CCNC(=O)CCn2c(=O)c3ccccc3n(Cc3cc(C)ccc3C)c2=O)cc1OC	0.2%
COCCOC(=O)c1c(C)n(S(=O)(=O)c2ccc(C)cc2)c2ccc(NS(=O)(=O)c3ccc(C)cc3)cc12	-1.3%
COc1cccc(-c2nnc(SCC(=O)N3CCc4ccccc43)o2)c1	2.8%
CCCCN(CCCNC(=O)c1cc(Nc2ccccc2OC)nc2ccccc12)c1ccccc1	-3.3%
Cc1cccc(NC(=O)c2ccc3snnc3c2)c1C	-2.3%
COc1cccc(-c2nnc(-c3cc4cc(Cl)ccc4oc3=O)o2)c1	-1.6%
COc1ccc(Nc2cc(C(=O)NCc3ccccc3)c3ccccc3n2)cc1OC	-1.0%
Cc1cc(C)cc(-n2nnc(-c3nsc(NC(=O)c4ccccc4Cl)n3)c2C)c1	-0.9%
CCOc1ccc(CCNC(=O)c2ccc3c(c2)sc2nc(-c4ccc(F)cc4)cn23)cc1OCC	?
COc1cc(CN(C(=O)c2ccc(OC(C)C)cc2)C2CCS(=O)(=O)C2)cc(OC)c1OC (stereo not given)	-3.0%
Cc1ccc(C)c(N2CCN(C(=O)C3CCC(CNS(=O)(=O)c4ccc(Br)s4)CC3)CC2)c1 (stereo not given)	0.6%
NC(=O)CSc1ncc2c(n1)-c1ccccc1N(Cc1ccccc1)S2(=O)=O	14.9%
O=C(c1cnn(-c2ccc(F)cc2)c1-n1cccc1)N1CCN(c2ccc(F)cc2)CC1	-0.9%
COc1ccc(CNC(=O)c2cnc3sc(N4CCC(C)CC4)nn3c2=O)c(OC)c1	-4.3%
CCCCc1ccc(NC(=O)Cn2nnc3sc4c(c3c2=O)CCC(C)C4)cc1 (stereo not given)	1.0%
Cc1ccc(N(CC(=O)Nc2ccc(F)cc2F)S(=O)(=O)c2cccs2)cc1	-2.5%
COc1cccc(NC(=O)c2oc3ccccc3c2NC(=O)c2ccc(F)c(F)c2)c1	6.7%
CCn1c(=O)cc(OCC(=O)N(C)c2ccc(OC)cc2)c2ccccc21	0.0%
CCn1c(C)c(C)c2cc(C(=O)N3CCN(c4cccc(C)c4C)CC3)ccc21	-0.9%
Cc1ccc(S(=O)(=O)c2cn(CC(=O)Nc3ccc(F)cc3)c3cc4c(cc3c2=O)OCO4)cc1	-1.7%
CCOc1ccc(S(=O)(=O)N(CC(=O)Nc2ccc3c(c2)OCO3)c2ccc(C)cc2)cc1	0.0%
COc1ccccc1NC(=O)c1ccc(COc2ccc(C)c(C)c2)o1	2.9%
Cc1c(NC(=O)c2ccccc2F)cccc1-c1nc2cccnc2s1	-1.8%
O=C(Nc1cccc2cccnc12)c1cccc2c(Br)cccc12	0.0%
O=C(CSc1ccc(-c2ccccn2)nn1)Nc1ccc(F)cc1F	2.7%
CCOc1ccc(OCC)c(NC(=O)C2CCCN(S(=O)(=O)c3cc(Br)cc4c3N(C(=O)CC)CC4)C2)c1 (stereo not given)	-0.9%
COc1cc(NC(=O)Nc2nnc(N3CCCCCC3)s2)cc(OC)c1	-3.9%
N#Cc1c(-n2ncnc2-c2ccc(F)cc2)sc2c1CCCCC2	-1.6%
CCOc1ccccc1NC(=O)Nc1nnc(N(C)Cc2ccccc2)s1	-3.4%
N#C/C(=C/c1ccccc1Cl)c1nc(-c2cc3ccccc3oc2=O)cs1	-1.6%
Cc1nc2c(-c3ccc(F)cc3)c(C)nn2c(C)c1CCC(=O)NCc1ccc(Cl)cc1	0.0%
COc1cccc(CNC(=O)c2[nH]c3cc(C)ccc3c2Sc2ccccc2)c1	-3.2%
Cc1ccc2c(=O)cc(C(=O)Nc3ccc(S(=O)(=O)Nc4onc(C)c4C)cc3)oc2c1C	1.9%
CCOc1ccc2nc(NC(=O)c3nc(SCc4ccccc4F)ncc3Cl)sc2c1	-0.2%
COC(=O)CNC(c1ccccc1)c1cc(Br)ccc1NC(=O)c1cc(OC)c(OC)c(OC)c1 (stereo not given)	-1.6%
CCc1ccc(NC(=O)C(CC)n2c(=O)c(-c3ccccc3NC(C)=O)nc3ccccc32)cc1 (stereo not given)	1.2%
